UHRF1 binding: UHRF1 methyl-DNA binding inhibition; Q96T88; UHRF1 binding to methylated oligo, TR-FRET; inhibition, % at 4.4 µM; actives 0.75% (n = 370,000); AID 687016; in the data active = inhibition above about 21%;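 note: UHRF1 SRA domain binding a hemimethylated CpG hairpin DNA probe; 0% = median of test compound wells and 100% = reference inhibitor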
MBD2 inh: MBD2-methylated oligo binding inhibition; TR-FRET, MBD2 binding to methylated oligonucleotide; inhibition, % at 4.4 µM; actives 0.31% (n = 370,000); AID 686964; in the data active = inhibition above about 13%
TCR-CD3 inh: human TCR-CD3 binding inhibition; inhibition, % at 9.4 µM; actives 0.37% (n = 360,000); AID 651800; TAMRA-labeled TCR probe fluorescence, biochemical; in the data active = inhibition above about 19%;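 note: recombinant mutant TCR 2C K166C tagged with TAMRA read by polarization; 0% = receptor in buffer alone and 100% = receptor with positive control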
SIAE primary: blocks human sialic acid acetylesterase; Q9HAT2; SIAE FP-Rh probe binding, fluorescence polarization; inhibition, % at 9.66 µM; actives 0.69% (n = 370,000); AID 1053197;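 active = inhibition above a cutoff: mean of compounds within the control limits plus 3 SD of those, cut at about 17% in these data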;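 note: 0% = plate median of compound wells and 100% = probe without SIAE protein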
GC-A act: GC-A (human) enzyme activation. P16066. HEK293 GC-A cells, cGMP TR-FRET, EC30 ANP; 0% at EC30 ANP, 100% saturating ANP. activation, % at 10 µM. actives 0.14% (n = 370,000). AID 1671463; in the data active = activation above about 40%
Target sequence (P16066 whole entry, looked up): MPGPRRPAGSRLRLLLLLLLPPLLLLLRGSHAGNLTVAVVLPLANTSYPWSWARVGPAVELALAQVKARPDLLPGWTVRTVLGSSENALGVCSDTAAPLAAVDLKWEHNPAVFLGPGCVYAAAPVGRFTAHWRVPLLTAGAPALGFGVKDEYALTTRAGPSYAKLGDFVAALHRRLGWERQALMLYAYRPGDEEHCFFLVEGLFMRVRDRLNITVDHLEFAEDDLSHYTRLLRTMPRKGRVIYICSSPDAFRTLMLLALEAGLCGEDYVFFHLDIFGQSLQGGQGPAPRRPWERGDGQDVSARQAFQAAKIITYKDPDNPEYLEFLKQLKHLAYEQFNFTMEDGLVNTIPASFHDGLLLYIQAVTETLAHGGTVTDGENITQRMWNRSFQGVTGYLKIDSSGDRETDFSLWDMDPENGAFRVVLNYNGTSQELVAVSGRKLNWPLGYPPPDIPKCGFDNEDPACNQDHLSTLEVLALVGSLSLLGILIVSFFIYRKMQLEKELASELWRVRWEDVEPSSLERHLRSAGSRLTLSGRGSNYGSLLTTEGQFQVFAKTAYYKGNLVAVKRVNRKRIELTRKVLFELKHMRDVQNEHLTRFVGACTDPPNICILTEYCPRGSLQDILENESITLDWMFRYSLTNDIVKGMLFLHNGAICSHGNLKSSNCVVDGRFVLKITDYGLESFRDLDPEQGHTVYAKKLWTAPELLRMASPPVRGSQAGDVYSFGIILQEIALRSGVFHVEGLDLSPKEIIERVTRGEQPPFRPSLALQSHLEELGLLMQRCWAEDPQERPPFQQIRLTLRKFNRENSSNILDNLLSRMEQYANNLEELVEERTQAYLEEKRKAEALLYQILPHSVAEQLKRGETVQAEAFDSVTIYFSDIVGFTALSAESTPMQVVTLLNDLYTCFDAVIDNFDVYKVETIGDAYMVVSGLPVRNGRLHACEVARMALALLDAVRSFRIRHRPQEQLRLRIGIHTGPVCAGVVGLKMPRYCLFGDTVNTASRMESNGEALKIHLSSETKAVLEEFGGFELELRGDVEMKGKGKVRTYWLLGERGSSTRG
ABHD4 inh: inhibits mouse alpha/beta hydrolase domain 4 | AID 720543 | Q8VD66 | purified mABHD4, FP-Rh probe fluorescence polarization | actives 0.54% (n = 370,000) | inhibition, % at 8.92 µM;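 active = inhibition exceeding the mean over every tested compound plus 3 SD, cut at about 30% in these data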;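 note: 0% = plate median of compound wells and 100% = S159A mutant with DMSO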
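Assay system: mABHD4 protein; medium: HEPES pH 7.0, NaCl, Pluronic buffer; dosing: 8.92 µM, single dose; schedule: 45 min + 60 min at 25 °C; signal: FP readout, ex 525 nm / em 598 nm; read-out: normalized percent inhibition of probe labeling; repeats: single replicate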
NPR2 activator: GC-B (human) receptor activation | P20594 | HEK293-GC-B cells, CNP EC30, cGMP TR-FRET; 0% at EC30 CNP, 100% saturating CNP | activation, % at 10 µM | actives 0.11% (n = 370,000) | AID 1920062;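 active = activation at 10 µM reaching about 35% in either raw or pattern-adjusted values, limit read from the data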
HTRA1 inh: HTRA1 (human) protease inhibition; recombinant HTRA1, FP-rhodamine activity-based probe, fluorescence polarization; inhibition, % at 5.96 µM; actives 0.5% (n = 340,000); AID 504803; in the data active = inhibition above about 36%;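 note: 0% = enzyme with DMSO and 100% = wells lacking enzyme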
PRMT1 FP inh: blocks human protein arginine methyltransferase 1 | Q99873 | recombinant PRMT1, activity-based probe fluorescence polarization | inhibition, % at 2.79 µM | actives 1.3% (n = 370,000);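 active = inhibition above about 21% made by adding two undisclosed values, limit read from the data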
rCAG RNA binder: molecules binding r(CAG) RNA repeats; r(CAG) RNA repeat, TO-PRO-1 dye displacement fluorescence; inhibition, % at 3 µM; actives 1.3% (n = 370,000); AID 651821;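 active = inhibition above the plate cutoff, the mean of all test compounds on that plate plus 3 SD, cut at about 35% in these data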;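 note: 0% = DMSO alone and 100% = 100 µM mitoxantrone as full dye displacement; higher means more dye released from RNA so lower well fluorescence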
* = called active by the depositor; . = not tested or not shown.

SMILES | UHRF1 binding | MBD2 inh | TCR-CD3 inh | SIAE primary | GC-A act | ABHD4 inh | NPR2 activator | HTRA1 inh | PRMT1 FP inh | rCAG RNA binder
C=CCN1[C@@H](CC(C)C)COc2cccc(F)c2S1(=O)=O | 2 | 2 | . | 6 | -1 | -1 | -1 | . | 3 | 0
O=[N+]([O-])c1ccc(-c2nnc3cccc(Cl)n23)cc1 | 2 | 3 | 0 | -3 | -3 | 4 | 4 | 0 | -1 | 0
CCCCc1ccc(NC(=S)NCCO)cc1 | -1 | 0 | 5 | 0 | -3 | 5 | 2 | 0 | 0 | 1
COc1cc(/C=C(/C#N)C(=O)Nc2ccccc2)ccc1OCc1ccc(C(=O)O)cc1 | -9 | -8 | -3 | -8 | 4 | -5 | 0 | -22 | -3 | 40*
Cc1ccc(S(=O)(=O)N2CCC(N3CCC(C)CC3)CC2)cc1 | 3 | 2 | -4 | -8 | -1 | 5 | -4 | 8 | 4 | -7
O=c1c2c(ncn1Cc1ccccc1)nc1n2CCC1 | -7 | -2 | -1 | -3 | 1 | -6 | 2 | 3 | 2 | 1
CC(=O)Oc1ccc(Cn2c(C)c(C(=O)N(C)Cc3ccc(F)cc3)sc2=O)cc1 | 1 | 2 | 13 | -4 | -2 | 2 | -7 | . | -1 | -1
CCOc1ccc(-n2c(SCC(=O)Nc3cc(C)c(NC(=O)c4ccccc4)cc3OC)nnc2-c2ccncc2)cc1 | -1 | 1 | . | -5 | -1 | -4 | 3 | . | -1 | 10
O=C(NCCc1ccccc1)C1CCCN(C(=O)NC2CCCCC2)C1 (stereo not given) | 1 | 4 | -7 | -11 | 0 | 7 | 0 | 0 | -1 | -3
CCOC(=O)C1CCCN(C(=O)CNC(=O)c2ccc(Br)o2)C1 (stereo not given) | 2 | 6 | 1 | 7 | 3 | 3 | 3 | 10 | 5 | 1
C#Cc1ccc([C@@H]2C=C(C(=O)O)O[C@H](OCc3ccc(CO)cc3)C2)cc1 | 2 | -1 | -1 | -4 | 2 | -1 | 1 | -6 | 0 | 10
O=S1(=O)c2ccc(N3CC[C@@H](O)C3)cc2OCCCN1C1CC1 | 5 | 2 | . | 6 | 3 | 2 | 6 | . | -2 | 7
CC1CCN(C(=O)C2CCCN(c3ncnc4c3nc3n4CCCCC3)C2)CC1 (stereo not given) | 1 | 1 | 3 | -3 | 1 | -3 | 0 | 2 | 0 | -9
CCC/C=C/c1ccc(CN2C(C)C(=O)N(Cc3cn(CC4CCCCC4)nn3)CCS2(=O)=O)cc1 (stereo not given) | -1 | -3 | 2 | -9 | -2 | -9 | -4 | -13 | -2 | 3
CCOC(=O)c1[nH]cnc1C(=O)O | -4 | 1 | -4 | -1 | -8 | 5 | -2 | -2 | -3 | -1
COC(=O)C1C(O)=C(C=Nc2cccc3ccccc23)C(=O)CC1(C)C (stereo not given) | 0 | 3 | -9 | 4 | -4 | -2 | -5 | 3 | 7 | 2
O=C(Cn1c(=O)c2cccn2c2ccc(F)cc21)N1CCN(c2ccc(F)cc2)CC1 | 8 | 3 | 2 | -5 | -1 | 4 | -3 | 2 | -2 | -1
Cc1ccccc1Oc1nc2c(C)cccn2c(=O)c1/C=C(\C#N)C(=O)NC1CCS(=O)(=O)C1 (stereo not given) | 0 | 1 | -3 | 7 | 4 | 7 | 7 | 2 | 0 | -3
Cc1nnsc1C(=O)NNS(=O)(=O)c1ccccc1 | 0 | -3 | 2 | 4 | -3 | 0 | 4 | 1 | -4 | -1
CCOC(=O)c1ccc(N=c2sc(C(=O)OC)cc(=O)n2Cc2ccc3c(c2)OCO3)cc1 | -1 | 3 | -1 | 7 | -4 | 4 | 0 | -3 | 3 | 5
O=C(OCC(=O)N1CCCc2ccccc21)c1cccc(S(=O)(=O)N2CCOCC2)c1 | -1 | 0 | 3 | 2 | 1 | 4 | 0 | -6 | 5 | -8
CCOc1cc(CNCCO)cc(Br)c1OCc1ccccc1Cl | -2 | -1 | 4 | -3 | -3 | 17 | -2 | -2 | 3 | -1
CCCC(=O)Nc1ccc(C(=O)N/N=C2\CC(=O)CC(C)(C)C2)cc1 | -3 | 0 | 9 | 8 | 1 | 5 | 2 | -1 | 2 | -2
CC1(C(=O)NCc2ccc(Cl)cc2)CCN1C(=O)Cc1cccc2ccccc12 (stereo not given) | 3 | 4 | -7 | -5 | -7 | -11 | -6 | . | 4 | 0

Reprinted from above for reference:
SMILES | UHRF1 binding | MBD2 inh | TCR-CD3 inh | SIAE primary | GC-A act | ABHD4 inh | NPR2 activator | HTRA1 inh | PRMT1 FP inh | rCAG RNA binder
CC1CCN(C(=O)C2CCCN(c3ncnc4c3nc3n4CCCCC3)C2)CC1 (stereo not given) | 1 | 1 | 3 | -3 | 1 | -3 | 0 | 2 | 0 | -9
CCC/C=C/c1ccc(CN2C(C)C(=O)N(Cc3cn(CC4CCCCC4)nn3)CCS2(=O)=O)cc1 (stereo not given) | -1 | -3 | 2 | -9 | -2 | -9 | -4 | -13 | -2 | 3
CCOC(=O)c1[nH]cnc1C(=O)O | -4 | 1 | -4 | -1 | -8 | 5 | -2 | -2 | -3 | -1
COC(=O)C1C(O)=C(C=Nc2cccc3ccccc23)C(=O)CC1(C)C (stereo not given) | 0 | 3 | -9 | 4 | -4 | -2 | -5 | 3 | 7 | 2
O=C(Cn1c(=O)c2cccn2c2ccc(F)cc21)N1CCN(c2ccc(F)cc2)CC1 | 8 | 3 | 2 | -5 | -1 | 4 | -3 | 2 | -2 | -1

(more compounds)
SMILES | UHRF1 binding | MBD2 inh | TCR-CD3 inh | SIAE primary | GC-A act | ABHD4 inh | NPR2 activator | HTRA1 inh | PRMT1 FP inh | rCAG RNA binder
Cc1cc(C(C)(C)C)oc1C(=O)N1CCN(C(=O)c2oc(C(C)(C)C)cc2C)CC1 | -1 | 4 | -4 | -5 | 5 | 1 | 3 | -1 | 0 | -3
CN(C(=O)CN1C(=O)NC(C)(c2cccc(Br)c2)C1=O)C1CCCCC1 (stereo not given) | -2 | -2 | 3 | 1 | 2 | 3 | 2 | -2 | -1 | 0
O=C(Nc1cccc(F)c1)Nc1ccnn1C1CCN(C(=O)c2ccccn2)CC1 | 4 | 2 | -8 | -6 | 2 | -13 | 3 | -2 | 6 | 0
COc1ccccc1OCC(=O)Nc1ccc(S(=O)(=O)Nc2cc(C)on2)cc1 | 2 | 1 | -6 | 0 | 2 | -7 | -4 | 1 | 18 | 22
OCCC1CN(Cc2nc3c(s2)CCCC3)CCN1Cc1ccccc1 (stereo not given) | -2 | -4 | 6 | 0 | 1 | 0 | 0 | 11 | -9 | 0
COc1ccc2c(c1)CCC/C2=N\NC(=O)c1ccoc1C | -1 | 6 | -2 | -10 | 1 | -7 | 8 | 8 | 2 | -5
COc1ccc(C(=O)OCCN(C)C2CN(Cc3cn(Cc4cccc(C)c4)nn3)S(=O)(=O)C2)cc1OC (stereo not given) | 14 | 9 | . | -5 | 1 | -1 | -4 | . | -3 | 0
Oc1ccccc1-c1cc(-c2ccco2)[nH]n1 | -1 | 5 | -9 | -28 | -4 | 7 | 1 | -14 | 23* | 24
CC(NC(=O)CCCn1cc([N+](=O)[O-])cn1)c1ccccc1 (stereo not given) | 0 | 8 | 0 | 0 | 2 | 7 | 3 | 5 | 3 | 1
N#Cc1cccc(C#N)c1NCC1CCCO1 (stereo not given) | 5 | 6 | -5 | 1 | -2 | -11 | -2 | 5 | 2 | 0
Cc1oc(-c2ccc(F)cc2)nc1CN1CCCC(C(=O)N2CCOCC2)C1 (stereo not given) | 9 | -1 | 8 | 4 | 2 | 1 | 2 | 15 | -1 | -2
O=C(N/C=N/OCc1cccc(C(F)(F)F)c1)N1OC[C@@H]2COc3ccc4ccccc4c3[C@@H]21 | -2 | 2 | 0 | -15 | -1 | -5 | 2 | -6 | -2 | 6
COc1ccc(N2CCN(C(CNC(=O)c3ccco3)c3ccco3)CC2)cc1 (stereo not given) | 4 | 0 | -5 | 5 | -1 | 0 | 11 | -11 | 2 | -9
COCCNC(=S)N1CCN(c2cccc(C)c2C)CC1 | -2 | 3 | 2 | -3 | 2 | -1 | 2 | 1 | -3 | -4
Cc1ccccc1OCC(O)Cn1c2ccccc2c2ccccc21 (stereo not given) | 0 | -3 | 2 | -4 | 0 | -21 | 0 | -48 | -1 | 4
COc1cc(C(=O)c2ccccc2Cl)c([N+](=O)[O-])cc1OC | 0 | -4 | 6 | -2 | 4 | -2 | -7 | 4 | -2 | -4
O=C(/C=C/c1ccc(F)cc1)Nc1cc(S(=O)(=O)N2CCOCC2)ccc1N1CCOCC1 | 6 | 5 | -2 | -4 | 4 | 2 | -1 | 0 | 1 | 3
O=C(NCCN1CCN(Cc2ccc([N+](=O)[O-])cc2)CC1)C(=O)Nc1ccccc1 | 4 | -1 | -1 | 0 | -3 | -1 | 6 | 6 | -1 | -4
CC(C)NC(=O)c1ccc(COc2cc(Cl)ccc2Cl)o1 | 0 | 2 | -2 | -3 | 21 | -6 | -1 | -5 | 1 | -5
COC1(OC)N=C(N)C2(C#N)C(c3ccc4c(c3)OCO4)C12C#N (stereo not given) | -1 | 9 | 7 | -1 | 6 | 14 | 0 | 7 | 6 | 3
CCOCCCn1c(=N)c(C(=O)NCCN2CCOCC2)cc2c(=O)n3cccc(C)c3nc21 | 0 | -1 | -2 | -9 | 4 | 3 | 5 | -1 | 0 | -1
O=C(CN1C(=O)c2ccc([N+](=O)[O-])cc2C1=O)Nc1nccs1 | 0 | 2 | -4 | -3 | 2 | 5 | 1 | -4 | 7 | -1
Cc1ccc(N2C(=O)CC(Sc3ncccc3C(=O)O)C2=O)cc1 (stereo not given) | -1 | 0 | 4 | 12 | 0 | 0 | -3 | 2 | 1 | -3
CCOC(=O)COc1ccc(/C=C2/C(=O)NN(c3ccc(F)cc3)C2=O)cc1OC | -2 | 2 | 3 | 4 | 10 | 11 | 0 | -3 | 3 | 3
CC[C@@H](C)[C@H](NC(=O)Cc1c(C)c2c(cc(C)c3c(C)c(C)oc32)oc1=O)C(=O)O | 0 | -5 | -1 | 1 | 4 | 1 | 5 | 1 | 4 | 35*
CC(C)N(C(=O)N1CCC(c2nc(-c3ccncc3)no2)CC1)C(C)C | 3 | -2 | 2 | -7 | -9 | 3 | -5 | -2 | 2 | -2
Nc1ncnc2c1ncn2[C@@H]1O[C@H](C(=O)NCCCN2CCCC2=O)[C@@H](O)[C@H]1O | -1 | -4 | 9 | 0 | 0 | -11 | 3 | . | 0 | 0
Cc1cccc(CN(C)C[C@H]2OCc3cnnn3CCCC(=O)N([C@@H](C)CO)C[C@@H]2C)c1 | 0 | 0 | -3 | -4 | -2 | 4 | 0 | 3 | 0 | 0
COc1ccc(/C=N/NC(=S)Nc2ccccc2[N+](=O)[O-])cc1O | -8 | -2 | 8 | -1 | 15 | 44* | -4 | 16 | 1 | 38*
O=C(CN1CCc2ccccc2C1)Nc1cccc(S(=O)(=O)N2CCOCC2)c1 | -2 | -4 | 3 | 5 | 1 | 4 | 9 | 9 | 0 | 8
Nc1ccc(C(=O)C(=O)c2ccccc2)cc1 | -1 | -5 | 4 | 4 | 10 | 4 | 1 | -5 | -5 | 2
OC(COc1ccc(-c2ccccc2)cc1)CN1CCCCC1 (stereo not given) | 1 | -5 | 1 | 8 | -2 | 2 | 1 | -4 | -1 | 2
COc1ccc(C)cc1NC(=O)C(=O)NNC(=O)COc1ccc(Cl)cc1 | 2 | -4 | -6 | -10 | -2 | 9 | 6 | -6 | 4 | 22
CCn1cc(CN2CCC(C(=O)Nc3ccc(Oc4cccnc4)cc3)CC2)c(C)n1 | 3 | 3 | -7 | -1 | -3 | 4 | 0 | 2 | -2 | -8

A portion of the library; the hit share may differ from the screen's.
